Assay outcomes from PubChem BioAssay.
Rac1 GTP hydrolysis: MgcRacGAP GTPase-activating activity inhibitors, confirmation, biochemical, ADP Hunter fluorescence; MgcRacGAP-stimulated Rac1 GTP hydrolysis, ADP Hunter fluorescence; higher % means a stronger effect; GST-tagged Rac1 F28L mutant substrate; one-dose inhibition, % at 30 µM; IC50 in µM for titrated hits; 340,000 tested, 0.6% active; AID 624330;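 active = first-screen hits whose inhibition reached a set limit at any dose in the follow-up dose series; inconclusive = inhibition above the set first-screen limit but never retested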;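 also: fluorescence reports GDP produced by GAP-driven GTP hydrolysis; strong numbers were not always called active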
LYP inhibition: inhibitors of LYP phosphatase, biochemical, fluorescence intensity, uHTS (AID 1779). recombinant LYP phosphatase, fluorescence intensity; higher % means a stronger effect. one-dose inhibition, % at 11.5 µM; IC50 in µM for titrated hits. 290,000 tested, 0.054% active; in the data active = inhibition above about 50%;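 also: plate controls were vehicle with enzyme for no effect and no enzyme for full effect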
GPR35 arrestin U2OS: inhibition of zaprinast-stimulated GPR35 beta-arrestin translocation – imaging, U2OS, beta-arrestin-GFP, zaprinast agonist, primary screen (AID 2058); U2OS GPR35 beta-arrestin-GFP translocation imaging, zaprinast antagonism; higher % means a stronger effect; inhibition, % at 10 µM, or IC50 in µM where a hit was titrated; 290,000 tested, 0.052% active;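 active = inhibition of at least 50% with at least 30 cells and total cytoplasm GFP at most 10,000,000; inconclusive = under 30 cells or total GFP of 10,000,000 plus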
SV40 large T antigen: SV40 large T antigen inhibitors, biochemical (AID 1903); 310,000 tested, 0.39% active; SV40 large T antigen ATPase/helicase inhibition assay; higher % means a stronger effect; one-dose inhibition, % at 20 µM; IC50 in µM for titrated hits; in the data active = a potency from the dose series; inconclusive = inhibition mostly from about 32% at the one dose, without a potency; inactive = the rest, 99 in 100 with inhibition below about 32%; also: strong numbers were not always called active
GPR55 antagonists: inhibition of LPI-stimulated GPR55 beta-arrestin translocation – imaging, U2OS, beta-arrestin-GFP, LPI agonist, primary screen (AID 2013) | 290,000 tested, 0.13% active | inhibition, % at 10 µM; hits with a dose series show IC50 in µM | U2OS GPR55 beta-arrestin-GFP translocation imaging, LPI antagonism; higher % means a stronger effect;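 active = spots per cell inhibited over 60%, with over 100 cells counted and total cytoplasm intensity under 500,000; inconclusive = wells with under 100 cells, flagged as likely toxic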;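 also: U2OS cells stably carrying GPR55 and arrestin-GFP stimulated by 5 µM LPI near EC80; imaged beta-arrestin-GFP aggregate spots per cell after agonist stimulation; plate controls were LPI-stimulated DMSO wells for no effect and DMSO wells without LPI for full effect; some results filed as inactive read as strong as hits; confirmed hits need IC50 under 10 µM and bright autofluorescent wells are also inconclusive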
NTR1 ag: agonists of NTR1, primary screen, imaging, U2OS cells, beta-arrestin-GFP, high content (AID 493036). P30989. NTR1-U2OS beta-arrestin-GFP spot imaging, agonist mode. 330,000 tested, 0.17% active. activation, % at 20 µM;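 active = activation at or above 40% of the spot to cytoplasm intensity ratio, with at least 20 cells analyzed; inconclusive = wells under 20 cells, flagged as cytotoxic or low count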;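 also: 0% = DMSO without peptide and 100% = 100 nM NTR1 peptide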
Target sequence (P30989 whole entry, looked up): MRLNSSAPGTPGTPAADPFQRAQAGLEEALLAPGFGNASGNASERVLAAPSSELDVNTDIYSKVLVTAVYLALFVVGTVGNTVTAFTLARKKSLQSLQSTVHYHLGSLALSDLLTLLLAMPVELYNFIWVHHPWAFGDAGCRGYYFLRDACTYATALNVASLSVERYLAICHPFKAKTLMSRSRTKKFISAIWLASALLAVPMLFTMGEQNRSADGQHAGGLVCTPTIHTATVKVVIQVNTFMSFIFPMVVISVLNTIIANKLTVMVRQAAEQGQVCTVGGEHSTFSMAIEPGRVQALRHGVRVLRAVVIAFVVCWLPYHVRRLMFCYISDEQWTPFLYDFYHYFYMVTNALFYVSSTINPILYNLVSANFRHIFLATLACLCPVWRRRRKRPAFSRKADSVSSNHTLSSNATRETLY
T cell modulator: T cell immune modulation candidate. 2C CD8+ T cell-vesicle binding, flow cytometry; hits give low values. calls only at 7 µM. 330,000 tested, 0.068% active;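 active = response, share of CD8 T cells binding vesicles, and their 90th percentile fluorescence all below set limits, cut at about 80% in these data, passing the limit was not always enough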
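Benchmarks: naked versus QL9-loaded vesicles / Assay system: purified 2C TCR transgenic mouse naive CD8+ T cells / Technique: high-throughput flow cytometry with anti-B7-1 and anti-CD8 staining / Timing: Cell–vesicle co-incubation 1.5 h at 37 °C, staining 20 min on ice / Read-out: percent CD8+ FL2 mean versus row control / Probe or stimulus: QL9-loaded Drosophila micro-vesicles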
GPR55 activation: GPR55 agonists via beta-arrestin recruitment, primary screen, imaging, U2OS cells, beta-arrestin-GFP redistribution (AID 1961). U2OS GPR55 beta-arrestin-GFP redistribution imaging; higher % means a stronger effect. one-dose activation, % at 10 µM; EC50 in µM for titrated hits. 290,000 tested, 0.048% active;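 active = activation above 40% with more than 50 cells counted in the well; inconclusive = wells holding fewer than 50 cells, flagged as toxic or sparse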;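 also: U2OS osteosarcoma cells stably expressing GPR55 and beta-arrestin-GFP; plate controls were DMSO negative control for no effect and LPI positive control for full effect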
Hep lipid drop: hepatic lipid droplet formation modulation. AML12 mouse hepatocytes, oleate lipid droplets, BODIPY imaging. inhibition, % at 6.5 µM. 240,000 tested, 0.4% active. AID 1656;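 active = lipid droplet intensity inhibited by at least 50%, with more than 500 cells counted; inconclusive = wells with under 300 cells, treated as cytotoxic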
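Material – AML12 mouse liver cells · Also added – oleate loading, 100 µM · Compound dosing – 6.5 µM single-point dosing · Times – overnight treatment with compound plus oleate · Measured by – fluorescence imaging, 20x objective, two fields per well · Read-out – percent inhibition of filter-corrected integrated lipid droplet intensity per well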
Hep lipid drop cells 6.5 µM: also measured in Hep lipid drop; calls as there; cell count; measured here: cell count, cytotoxicity flag;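 cells counted across two imaged fields per well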
T cell modulator vesicle-bound %: second read-out of T cell modulator, no call of its own (marks repeat the call); double positive events, %; measured here: CD8+ vesicle-bound cell fraction;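 binding gate set so that unloaded-vesicle control wells show 10% double positive cells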
NTR1 ag cell count 20 µM: also measured in NTR1 ag; calls as there; cell count; measured here: cell count, cytotoxicity flag
Numbers without * were called inactive; i = inactive; ? = inconclusive; . = not tested or not shown; & = joins results of further samples.

SMILES | Rac1 GTP hydrolysis | LYP inhibition | GPR35 arrestin U2OS | SV40 large T antigen | GPR55 antagonists | NTR1 ag | NTR1 ag cell count 20 µM | T cell modulator | T cell modulator vesicle-bound % | GPR55 activation | Hep lipid drop | Hep lipid drop cells 6.5 µM
O=C(Cc1ccccc1[N+](=O)[O-])N1CCOCC1 | 9% | -4% | 25% | 13% | 10% | 2.0 | 60 | i | 44 | 1.7% | . | .
O=C(NC1CC1)C1Nc2ccc(OC(F)(F)F)cc2C2C=CCC12 (stereo not given) | 8% | . | . | 7% | . | 1.6 | 72 | i | 13 | . | . | .
C1CCCCCC(NCCN2CCNCC2)CCCCC1 | 7% | -8% | 7% | ? | -8% | 5.3 | 43 | i | 23 | -0.3% | 2 | 749
Cc1ccc(NC(=O)C2(c3ccccc3)CCOCC2)c([N+](=O)[O-])c1 | 1% | 7% | 7% | -5% | 1% | 1.2 | 48 | i | 55 | 0.5% | 0 | 654
Cc1cc(NC(=O)CCC(=O)N(c2cccc(F)c2)C(C(=O)NC2CCCC2)c2ccncc2)no1 (stereo not given) | 7% | -1% | -10% | 3% | 3% | -0.1 | 47 | i | 52 | -0.2% | . | .
CC(=O)Nc1ccccc1OCCOc1ccc(Br)cc1 | -5% | -6% | 1% | 5% | 7% | 2.5 | 63 | i | 38 | 1.4% | -5 | 673
CCOc1ccc(CC(=O)N/N=C(\C)c2cccnc2)cc1 | 5% | -10% | 11% | 5% | 18% | 1.8 | 67 | i | 54 | -0.1% | -2 | 870
COC(=O)c1nc(NC(=O)c2ccc(F)cc2)n[nH]1 | 0% | -3% | 1% | 14% | 11% | . | . | . | . | 0.0% | 32 | 711
COc1cc(C(=O)NCC2CCCO2)ccc1OCc1ccccc1 (stereo not given) | 7% | -11% | -27% | 2% | -19% | 1.8 | 31 | i | 60 | 0.3% | -2 | 734
CCOc1ccc(C(=O)c2nc3c(n2O)CCCCC3)cc1 | 10% | -4% | -24% | 8% | 4% | 2.6 | 58 | i | 24 | -0.3% | -4 | 739

The last 2 compounds of the part before are carried over, then new ones follow:
SMILES | Rac1 GTP hydrolysis | LYP inhibition | GPR35 arrestin U2OS | SV40 large T antigen | GPR55 antagonists | NTR1 ag | NTR1 ag cell count 20 µM | T cell modulator | T cell modulator vesicle-bound % | GPR55 activation | Hep lipid drop | Hep lipid drop cells 6.5 µM
COc1cc(C(=O)NCC2CCCO2)ccc1OCc1ccccc1 (stereo not given) | 7% | -11% | -27% | 2% | -19% | 1.8 | 31 | i | 60 | 0.3% | -2 | 734
CCOc1ccc(C(=O)c2nc3c(n2O)CCCCC3)cc1 | 10% | -4% | -24% | 8% | 4% | 2.6 | 58 | i | 24 | -0.3% | -4 | 739
O=C(NCCCl)NNC(=O)c1cc2ccccc2cc1O | -3% | -6% | 0% | 29% | -11% | -0.5 | 58 | i | 12 | 0.4% | -11 | 707
O=C(NCc1ccccc1)c1cccc(S(=O)(=O)N2CCCCC2)c1 | -2% | -16% | 1% | 4% | 1% | 2.4 | 44 | i | 18 | -0.1% | -1 | 785
NS(=O)(=O)c1ccc(CCNC(=O)CNC(=O)C2CCCCC2)cc1 | 1% | -1% | 15% | -6% | 14% | 0.9 | 61 | i | 56 | -0.1% | . | .
COc1ccc(CN2C(=O)COc3ccccc32)cc1 | 10% | -11% | -18% | 2% | -10% | 1.0 | 53 | i | 38 | -0.2% | 5 | 828
Cc1ccc(-c2nc(C#N)c(NCCc3ccccn3)o2)cc1 | -1% | -1% | 10% | 3% | -4% | 0.7 | 47 | i | 41 | -0.3% | . | .
COc1ccccc1OCC#CCn1ccnc1 | 160µM* | -4% | 5% | 1% | -16% | 1.6 | 40 | i | 41 | -0.1% | 0 | 691
CN1CCN(c2ccc([N+](=O)[O-])c(Sc3nc4ccccc4[nH]3)c2)CC1 | 8% | -10% | 6% | 11% | -13% | 1.4 | 84 | i | 38 | 0.0% | . | .
CCOc1cccc(/C=N/NC(=O)CC2C(=O)NN=C2C)c1O (stereo not given) | 13% | -2% | 10% | -3% | 8% | 1.7 | 81 | i | 54 | 0.0% | 2 | 718
CCCC1(c2ccccc2)NC(=O)N(CCN2C(=O)c3ccccc3C2=O)C1=O (stereo not given) | 13% | -9% | 14% | -3% | 3% | -0.4 | 28 | i | 40 | -0.1% | . | .
C=CCSc1nnc(NC(=O)CSc2nc3ccccc3[nH]2)s1 | 5% | -4% | -7% | 2% | 9% | 3.5 | 59 | i | 43 | -0.1% | . | .
COc1ccc(-c2noc(CCC(=O)NC3CCCCC3)n2)cc1 | 10% | -5% | 7% | 3% | -3% | -0.5 | 54 | i | 23 | 0.2% | -9 | 739
Cc1cc(C)cc(N(C(=O)c2csnn2)C(C(=O)NC2CCCC2)c2ccccn2)c1 (stereo not given) | 1% | -5% | -3% | 2% | -6% | -0.4 | 45 | i | 21 | . | . | .
COc1ccc(N2CCN(C(=O)C3CCCN(S(=O)(=O)c4ccc(F)cc4)C3)CC2)cc1 (stereo not given) | 27% | 1% | 5% | 19% | -20% | 2.0 | 72 | i | 17 | 0.4% | -22 | 709
COc1cc(SC)ccc1C(=O)Nc1ccc2c(c1)OCO2 | -7% | 2% | -12% | -8% | 0% | . | . | . | . | -0.1% | 22 | 641
CS(=O)(=O)NCC(c1ccco1)N1CCN(c2ccc(F)cc2)CC1 (stereo not given) | 9% | 4% | -10% | 10% | -7% | 0.5 | 52 | i | 15 | 0.2% | -7 | 675
COC(=O)c1ccccc1NC(=O)Cn1c(-c2nonc2N)nc2ccccc21 | 4% | 6% | -12% | 19% | -4% | 5.6 | 49 | i | 23 | -0.2% | -12 | 594
FC(F)(F)c1cccc(NC(=S)NCC2COc3ccccc3O2)c1 (stereo not given) | 5% | 1% | -17% | 18% | -1% | 3.4 | 80 | i | 43 | -0.1% | 4 | 625
Cc1ccccc1NC(=O)Cn1cnc2c(oc3ccccc32)c1=O | 5% | -4% | 7% | 0% | 3% | -0.8 | 89 | i | 7 | -0.1% | 2 | 746
CCOCCCNC(=S)N1CCC(NC(=O)C23CC4CC(CC(C4)C2)C3)CC1 | 5% | -6% | -6% | 1% | 7% | -2.0 | 56 | i | 34 | 0.1% | 13 | 739
COc1cccc(OC)c1C(=O)N1CCN(S(=O)(=O)c2ccc(C)cc2)CC1 | 2% | 1% | 7% | -1% | -9% | 0.4 | 46 | i | 48 | -0.4% | 29 | 666
O=C(Nc1cccs1)NC1CCCC1 | 9% | -10% | -8% | 14% | 25% | -0.2 | 56 | i | 9 | 0.3% | -36 | 738
CCC(=O)N=c1ccn(C2=Nc3ccccc3NC2=C(C#N)C#N)cc1 | 16% | -4% | -4% | 14% | -4% | -0.4 | 78 | i | 16 | -0.2% | 35 | 719
CCCn1c(SCC(=O)c2ccc(OC)c(OC)c2)nc2c1c(=O)n(C)c(=O)n2C | 14% | -11% | -6% | 6% | -10% | 0.2 | 37 | i | 50 | -0.4% | -7 | 742
Cc1csc(NC(=O)Cc2ccccc2Cl)n1 | 2% | -10% | 5% | 4% | 7% | 1.1 | 49 | i | 32 | -0.2% | -9 | 777
Cc1ccc(-c2nc(C3CCN(S(=O)(=O)c4ccc(C(F)(F)F)cc4)CC3)no2)cc1 | 10% | -8% | 2% | -2% | -10% | 2.1 | 28 | i | 44 | 0.0% | 13 | 759
CCN1C(=O)S/C(=C/c2ccsc2)C1=O | 9% | 2% | 0% | -5% | 4% | 3.3 | 51 | i | 18 | -0.1% | 8 | 752
N#CCCn1cc(/C=N/NC(N)=S)c(-c2ccc(Br)cc2)n1 | 10% | -1% | -4% | 3% | 4% | 2.7 | 43 | i | 12 | -0.4% | -18 | 694
CCn1ncc(C(=O)Nc2ccc(F)cc2)c1C | 6% | . | . | 12% | . | 0.7 | 47 | i | 47 | . | . | .
CC1(C)CC(=O)C/C(=N\NC(=O)C2C3CCCCC32)C1 (stereo not given) | 8% | -12% | 18% | 25% | 10% | -1.1 | 86 | i | 57 | -0.1% | -6 | 665
COc1ccc(C2CC(c3cccs3)=NN2C(=O)CSc2nc3c(cnn3-c3ccccc3)c(=O)[nH]2)cc1 (stereo not given) | 13% | 0% | -31% | 18% | 22% | 12 | 62 | i | 15 | 0.7% | -34 | 704
CCOC(=O)c1cc(C#N)c(=S)[nH]c1C | 7% | -4% | 23% | 14% | 0% | 0.8 | 52 | i | 46 | 0.5% | 16 | 687
CCOC(=O)CNc1ccc2c(c1)OCO2 | 8% | -7% | 10% | 18% | 1% | 0.4 | 54 | i | 34 | -0.1% | -4 | 658
Cc1ccc(CSCCNC(=O)CCSc2ccccc2)cc1 | 8% | 1% | -2% | -11% | 5% | -0.2 | 30 | i | 24 | -0.1% | . | .
O=C(Nc1cccc(-c2cn3ccccc3n2)c1)c1cccs1 | 6% | -7% | -18% | 6% | 14% | 3.1 | 55 | i | 40 | 0.7% | 9 | 498
Cc1cc(OCC(O)CN2CCN(C)CC2)ccc1C(C)C (stereo not given) | -2%&-5% | -13% | -8% | 1% | -5% | -3.3 | 46 | i | 54 | -0.6% | . | .
O=C(NCc1nnc(SCC(=O)N2CCC(Cc3ccccc3)CC2)o1)c1ccccc1F | 3% | -4% | 10% | 1%&-3% | 8% | 10 | 34 | i | 33 | 0.5% | 44 | 701
CN(C(=O)c1sc2nc(N3CCCC3)c3c(c2c1N)CC(C)(C)OC3)c1ccccc1 | 10% | -5% | -8% | 28% | -2% | 0.5 | 59 | i | 47 | 0.6% | -15 | 756
CS(=O)(=O)N(CC(=O)Nc1ccccc1Sc1ccccc1)c1cccc(Br)c1 | 7% | -2% | -24% | -2% | 28% | 15 | 42 | i | 22 | 0.0% | -12 | 564
O=C(Cn1nc(Cl)nc1Cl)c1ccc2c(c1)OCCO2 | 9% | -6% | 14% | 2% | 8% | -0.9 | 85 | i | 63 | 0.4% | . | .
